High-throughput results deposited in PubChem BioAssay by National Center for Advancing Translational Sciences (NCATS).
Vif-A3G inh – blocks the Vif interaction with human APOBEC3G | Q9HC16 | AID 602310 | HeLa A3G-eYFP + Vif (tagged APOBEC3G with the HIV-1 protein that degrades it), YFP fluorescence, overnight | 410,000 compounds, 0.076% hits | Potency, µM (highest dose often 46.1 µM), inactives show at the top dose activity, negative = active, hits mostly inhibitors;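 further: potency means the concentration at half of the fitted maximal effect; on the % scale 0 is the no-effect control and ±100 the full control effect; nearly all actives have a fitted effect of over 60% in size; hits raise eYFP signal because A3G escapes Vif-driven loss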
Target sequence (Q9HC16 whole entry, looked up): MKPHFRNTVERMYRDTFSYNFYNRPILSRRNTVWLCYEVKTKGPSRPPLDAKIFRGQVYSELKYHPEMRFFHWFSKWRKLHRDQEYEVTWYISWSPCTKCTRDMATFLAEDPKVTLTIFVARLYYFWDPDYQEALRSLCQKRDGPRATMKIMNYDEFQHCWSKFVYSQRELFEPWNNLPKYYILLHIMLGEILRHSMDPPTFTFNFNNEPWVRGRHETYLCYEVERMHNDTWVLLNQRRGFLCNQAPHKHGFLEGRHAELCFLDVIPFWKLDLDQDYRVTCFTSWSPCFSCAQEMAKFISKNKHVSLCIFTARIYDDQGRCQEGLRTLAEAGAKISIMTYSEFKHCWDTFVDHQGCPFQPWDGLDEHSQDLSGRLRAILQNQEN
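Read-out is eYFP fluorescence (Ex 488/Em 500-530) from Vif-expressing HeLa A3G-eYFP cells; more signal means A3G escaped Vif-mediated degradation. Cells plated overnight, compound pinned in, incubated overnight at 37 deg C.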
GRP78 ERSR act – ER stress response induction in glioma; U87-MG GRP78 promoter luciferase reporter, 16 h; Potency, µM, for inactives: top-dose activation, usual class: activators; 420,000 compounds, 0.02% hits; further: potency means the concentration at half of the fitted maximal effect; series mostly up to about 76 µM; % of control where 0% means no effect; nearly all actives have a fitted effect of over 35% in size
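ERSR induction read as luciferase luminescence (Bright-Glo, 10 min at room temperature) in stably transfected human U87-MG glioma cells exposed to compounds for 16 h, using GRP78 as sensor.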
LDHA block – LDHA (human) enzyme inhibition | activity change, % (values are at about 110 or 230 µM) | 480,000 compounds, 0.15% hits | P00338 | purified LDHA, NADH/diaphorase-resazurin fluorescence; active compounds read low; in the data active means activity change below about -30%; inconclusive means mostly about -25% to -30%;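 further: plate controls were DMSO wells for no effect and wells without enzyme for full effect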
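Enzyme activity of human lactate dehydrogenase 5 (2 nM; 0.06 mM NADH, 0.2 mM pyruvate, 5 min, RT) is measured via a resazurin/diaphorase fluorescence readout of residual NADH.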
Numbers without * were called inactive; ? = inconclusive; . = no result given; & = joins results of further samples. Unless noted, the call rests on the fitted dose curve; in most records, active means well fitted curve in the direction sought with a large enough effect; inconclusive means small, poorly fitted or top-dose-only effect, or another doubt; inactive means no such curve, though single readings can be large; an effect the other way counts as inactive or inconclusive.

SMILES,Vif-A3G inh,GRP78 ERSR act,LDHA block
Cc1ccc(Cn2cnc3c(cnn3C(C)(C)C)c2=O)cc1F,4%,-2%,.
Cc1sc2ccccc2[n+]1CCc1ccccc1,-1%,2%,.
CCCCCCCCCCCCCCCC[n+]1ccc(C)cc1,-1%,-12%,.
CN(CC(=O)O)c1ccc(C=O)cc1,3%,-4%,.
Cc1cc2c(cc1C)N[C@]1(C[C@H]3CCC(=O)N4CC[C@@H](C1)[C@@H]34)C(=Nc1ccccc1C)N2,1%,1%,.
CCN(CC)c1ccc(/C=C/c2ccccn2)cc1,3.2µM*,-7%,.
CC(C)(C)c1ccc(Cn2cnc3c(cnn3C(C)(C)C)c2=O)cc1,3%,-4%,.
O=Cc1cc2ccccc2cc1O,0%,-2%,.
CC[N+]1(CC(=O)c2ccc(I)cc2)CCCCC1,-5%,-1%,.
C[N+]1(CC(=O)c2ccc(Cl)c(Cl)c2)CCOCC1,-4%,-6%,.
COc1ccc(CN2CC[C@H]3C=CC[C@@H](C(=O)NC4CCCCC4)[C@H]3C2=O)cc1OC,-2%,2%,.
COc1cc(N)c(N)cc1OC,1%,4%,.
Brc1cc(Br)c[n+](CCc2ccccc2)c1,-3%,-3%,.
C=C[C@@H]1c2cc(C)ccc2N(S(=O)(=O)c2ccc(C)cc2)[C@H](c2ccc(C(C)(F)F)cc2)C1(C#N)C#N,-2%,-1%,.
C[N+]1(CC(=O)c2ccccc2)CCc2ccccc2C1 (stereo unspecified),2%,-2%,.
COc1ccc(/C=c2\[nH]c(=O)/c(=C/c3ccc(OC)cc3)[nH]c2=O)cc1,-1%,-3%,.
O=C1C[C@H]2C=CCc3cccc(c32)CN1Cc1ccc(Cl)cc1,-9%,0%,.
Cc1ccc2ncc(C)c(C)c2c1,-2%,-3%,.
CCCCCCC[n+]1ccc(/C=C/c2c(C)[nH]c3ccccc23)c2ccccc21,9%,-12%,.
[O-][N+]12CCCc3cccc(c31)CCC2,-4%,-3%,.
O=C1CCC[C@@H]2[C@@H](Cc3ccccc3)[C@@H](Nc3ccccc3)C[C@@H]3CCN1[C@@H]32,-3%,-3%,.
COc1ccc(CN2[C@@H](CC(=O)O)c3ccc(/C=C/C(=O)O)cc3S2(=O)=O)cc1,1%,-4%,.
Nc1cc(N)cc(N)c1,2%,-4%,.
CCOC(=O)/C=C1\CN(Cc2ccc(OC)cc2)S(=O)(=O)c2ccc(C(F)(F)F)cc21,-1%,?,.
C[C@H](NC(=O)OC(C)(C)C)[C@@H](O)c1ccco1,-3%,-2%,.
Cc1cc(Oc2ccccc2)nc(C#N)n1,.,.,-1
Cc1ccc(-c2nnc(N3CCC(C(N)=O)CC3)s2)cc1,.,.,-8
Brc1ccc(-c2csc(N3CCC(c4nn[nH]n4)CC3)n2)cc1,.,.,-12
O=C(O)c1ccc(-n2cccc2/C=C2\SC(=O)N(Cc3ccc(Br)cc3)C2=O)cc1,.,.,-1
CC(=O)Nc1ccc(C(=O)Nc2ccc(-c3nc4ccccc4[nH]3)cc2)cc1,.,.,-3
Cc1cc2c(s1)c1cnn(Cc3cc(C(F)(F)F)ccc3F)c(=O)c1n2C,.,.,-6
COc1cc2nc(N3CCCN(C)CC3)nc(N3CCN(C)CC3)c2cc1OC,.,.,9
COc1cc(O)c(C(CC(=O)N2CCC(c3ccccc3)CC2)c2ccc(OC)c(OC)c2)c(OC)c1 (stereo unspecified),.,.,3
CC(=O)Nc1cccc(S(=O)(=O)N2CCN(S(=O)(=O)c3ccc4c(c3)OCCO4)CC2)c1,.,.,-7
CCOc1ccc(-c2csc(N3CCC(C(N)=O)CC3)n2)cc1,.,.,-5
Cc1cc2c(s1)c1cnn(Cc3ccc(F)c(F)c3)c(=O)c1n2C,.,.,-4
N#Cc1nc(NCc2ccc(Cl)c(Cl)c2)c2ncn(CCCO)c2n1,.,.,0
O=C1c2ccccc2C(=O)N1c1cccc2ncccc12,.,.,4
C=Cc1cc(F)c(S(=O)(=O)N2CCN(S(=O)(=O)c3ccc4c(c3)OCCO4)CC2)cc1F,.,.,-2
O=C1CN(S(=O)(=O)c2c(F)cccc2F)CCN1S(=O)(=O)c1ccc2c(c1)OCCO2,.,.,0
O=C(OCC#CCSc1nnc(-c2cccc(F)c2)o1)c1ccc(F)cc1,.,.,-7
Cc1ccc(S(=O)(=O)NC(N)=NCCC[C@@H](NC(=O)CNC(=O)c2ccccc2)C(=O)Nc2cc(C(F)(F)F)ccc2Cl)cc1,.,.,-5
O=C(CNC(=O)c1ccccc1)OC(C(=O)Nc1ccc2c(c1)OCO2)c1ccccc1 (stereo unspecified),.,.,0
O=C(Nc1cc(C(F)(F)F)ccc1Cl)[C@H](O)CCc1ccccc1,.,.,-3
O=C(Cc1ccccc1Cl)NO,.,.,4
COc1ccc(CN(Cc2ccccc2)C(=O)c2ccc(OC)cc2O)cc1,.,.,3
Cc1cc2c(s1)c1cnn(Cc3cc(F)c(F)c(F)c3F)c(=O)c1n2C,.,.,-4
N#Cc1nc(Nc2cccc([N+](=O)[O-])c2)nc(NC2CCCC2)n1,.,.,0
CC(=O)Nc1cccc(OC2=NS(=O)(=O)c3ccccc32)c1,.,.,5
O=C1CCc2cc(S(=O)(=O)Nc3ccc(Cl)c(Cl)c3)ccc2N1,.,.,-1
O=C(c1ccco1)N1CCN(c2nc(-c3ccc(Br)cc3)cs2)CC1,.,.,-2
O=C1CCCC2=C1C1(CCCC1)N=C(Nc1nc3ccccc3n1Cc1ccccc1)N2,.,.,0
CC(=O)Nc1sc2cnccc2c1-c1nc2ccccc2s1,.,.,0
O=S(=O)(c1ccc(Cl)cc1)N1CCN(S(=O)(=O)c2ccc3c(c2)OCCO3)CC1,.,.,-4
O=C(OCC#CCSc1nnc(-c2ccc(Cl)cc2)o1)c1ccc(F)cc1,.,.,-5
O=C(Cc1nnc(CNC(=O)c2ccccc2)o1)Nc1cc(C(F)(F)F)ccc1Cl,.,.,0
Cc1cc2c(s1)c1cnn(Cc3cccc(F)c3)c(=O)c1n2C,.,.,-4
Nc1nc2ccccc2cc1C(=O)NCCCCc1ccccc1,.,.,-2
CC(=O)Nc1sc2c(c1-c1ccc(F)cc1)CCNC2,.,.,-5
N#Cc1nc(Nc2cc(F)cc(F)c2)c2ncn(C3CCCC3)c2n1,.,.,-1

A draw from above in order of heavy-atom count, low to high:
SMILES,Vif-A3G inh,GRP78 ERSR act,LDHA block
O=C1CCc2cc(S(=O)(=O)Nc3ccc(Cl)c(Cl)c3)ccc2N1,.,.,-1
N#Cc1nc(Nc2cccc([N+](=O)[O-])c2)nc(NC2CCCC2)n1,.,.,0
O=S(=O)(c1ccc(Cl)cc1)N1CCN(S(=O)(=O)c2ccc3c(c2)OCCO3)CC1,.,.,-4

(further entries)
SMILES,Vif-A3G inh,GRP78 ERSR act,LDHA block
O=S1(=O)N=C(OCc2ccccc2)c2ccccc21,.,.,-4
O=C1Cc2cc(S(=O)(=O)N3CCN(c4cccc(C(F)(F)F)c4)CC3)ccc2N1,.,.,0
O=C(/C=C/c1ccccc1Cl)Nc1cccc([S+](=O)([O-])Nc2ccccc2F)c1,.,.,1
O=C(O)c1ccc(-n2cccc2/C=C2\SC(=O)N(Cc3cccc(Cl)c3)C2=O)cc1,.,.,-2
O=S(=O)(c1ccc2c(c1)OCCO2)N1CCN(S(=O)(=O)c2ccc(Cl)cc2F)CC1,.,.,-8
CCC(=O)NC(c1ccc(C)s1)c1cc(Cl)c2cccnc2c1O (stereo unspecified),.,.,5
COc1cc2c(NC3CCN(C)CC3)nc(N3CCCN(C)CC3)nc2cc1O,.,.,10
O=c1c2ccccc2nc2sc(Nc3cccc(N4CCNCC4)c3)nn12,.,.,0
CN(C)c1cccc(-c2cnc(N3CCC(C(N)=O)CC3)s2)c1,.,.,11
O=C1CCc2cc(S(=O)(=O)Nc3ccccc3-c3ccccc3)ccc2N1,.,.,0
O=C1CCCC2=C1C1(CCCC1)N=C(Nc1nc3cc(Br)ccc3o1)N2,.,.,3
Cc1cc2c(s1)c1cnn(Cc3ccccc3F)c(=O)c1n2C(C)C,.,.,-4
Cc1c(O)ccc2c1OC(C)(C)CC2,.,.,8
O=C(NCCCc1cnc[nH]1)NCCCN(Cc1ccc(Cl)c(Cl)c1)c1ccc(Br)cn1,.,.,6
O=C(O)c1ccc(-n2cccc2/C=C2\SC(=O)N(Cc3ccccc3Cl)C2=O)cc1,.,.,-1
NC(=O)C1CCN(c2ncc(-c3cccc(N4CCCC4)c3)s2)CC1,.,.,7
Cc1cc(C)n2ncc(C(=O)Nc3ccc4c(c3)CCC4)c2n1,.,.,-8
CC(=O)Nc1sc2c(c1-c1nc3ccccc3s1)CCNC2,.,.,1
Cn1c(NC2=NC3(CCCC3)C3=C(CCCC3=O)N2)nc2ccccc21,.,.,-6
CC(C)(C)c1ccc(-c2nnc(NC(=O)Nc3ccc4ccccc4c3)s2)cc1,.,.,0
Cc1ccc(C(=O)Nc2nnc(-c3ccco3)o2)cc1Br,.,.,0
Cc1c(P(=S)(c2ccccc2)c2ccccc2)c2ccccc2n1C(=O)Cc1ccccc1,.,.,9
O=C(CNC(=O)c1ccc(Cl)c(C(F)(F)F)c1)OC(C(=O)Nc1cc(C(F)(F)F)ccc1Cl)c1ccccc1 (stereo unspecified),.,.,-5
Cc1ccc2nc3sc(C(=O)NCCN4CCOCC4)cc3cc2c1,.,.,27
CN(c1ccccc1)c1ccc(CNc2nn3c(=O)c4ccccc4nc3s2)cc1,.,.,-5
O=C(OCc1ccc(CSc2nnc(-c3cccc4ccccc34)o2)cc1)c1ccc(F)cc1,.,.,-7
COc1cc2nc(N3CCCN(C)CC3)nc(N(C)C)c2cc1OC,.,.,25
Cc1cc2c(s1)c1cnn(Cc3ccc(F)cc3)c(=O)c1n2C,.,.,-1
Oc1ccc(Oc2ccccc2F)c2cccnc12,.,.,31
O=C(O)C1C2C(=O)N(c3ccccc3)C[C@@]23C=C[C@@H]1O3 (stereo partly specified),.,.,-3
O=C(Nc1ccc(-c2nc3ccccc3[nH]2)cc1)c1ccc(Cl)c(Cl)c1,.,.,-5
COc1ccc(N2Cc3cccc(C(=O)O)c3C2=O)c(OC)c1,.,.,1
Cn1c2cc(S(C)=O)sc2c2cnn(Cc3cccc(O)c3)c(=O)c21 (stereo unspecified),.,.,-1&7
C1NNCC12CNNC2,.,.,1
Cc1ccc2nc3sc(C(=O)N4CCC(C(N)=O)CC4)cc3cc2c1,.,.,6
c1ccc(CNc2ccc(N3CCCCC3)cc2)cc1,.,.,12
Cc1ccc2nc3sc(C(=O)NCCc4cccnc4)cc3cc2c1,.,.,4
Cc1ccc(CNc2ccc(N3CCCCC3)cc2)s1,.,.,12
N[C@@H](Cc1ccc(O)cc1)C(=O)NO,.,.,5
Cc1cc(N2C(=O)c3ccccc3C2=O)n[nH]1,.,.,0
Cc1ccc(NS(=O)(=O)c2ccc3c(c2)CCC(=O)N3)cc1Cl,.,.,3
O=C(NCc1nnc(-c2nc3ccccc3[nH]2)o1)C1CCCCC1,.,.,-2
Cc1cc2c(s1)c1cnn(Cc3c(Cl)cccc3Br)c(=O)c1n2C,.,.,0
Cc1c(P(=S)(c2ccccc2)c2ccccc2)[n+]2ccccc2n1CC(=O)c1ccccc1,.,.,3
CC(=O)Nc1sc2c(c1-c1ccc(C)cc1)CCNC2,.,.,3
O=C(CN1C(=O)S/C(=C\c2cccn2-c2ccc(C(=O)O)cc2)C1=O)Nc1ccc(F)cc1,.,.,1
Cc1cc2c(s1)c1cnn(Cc3ccc(C(C)(C)C)cc3)c(=O)c1n2C,.,.,-2
N=c1c2c(ccn1-c1ccccc1)Oc1ccc3ccccc3c1C2c1ccccc1 (stereo unspecified),.,.,0
N#Cc1nc(Nc2ccc3ccccc3c2)nc(NC2CCCC2)n1,.,.,2
COc1ccc(C2=Nn3c(nnc3-c3ccccc3OC)SC2)cc1,.,.,-3

These rows are one share of the data. The share of hits here may be higher or lower than overall.
